Compound activity as filed in PubChem BioAssay.
HIV fusion peptide: cell-free HIV fusion peptide-binding blockers – biochemical, uHTS, fluorescence dequenching, primary screen (AID 1986); inhibition, % at 20 µM; hits with a dose series show IC50 in µM; cell-free peptide binding, fluorescence dequenching, 30 min; higher % means a stronger effect; 0.3% of 290,000 active; in the data active = inhibition mostly above about 52%, no sharp cut-off; inactive = mostly below about 76%; note: some results filed as inactive read as strong as hits
NOD2 inhibition: NOD2 signaling inhibitors, cell-based, luminescence, uHTS, HEK293 (AID 1566); HEK293 NOD2/NF-kB luciferase reporter, luminescence; higher % means a stronger effect; inhibition, % at 4 µM, or EC50 in µM where a hit was titrated; 0.63% of 290,000 active; note: many of its hits are not listed in these tables
GPR55 LPI antagonism: GPR55 antagonists blocking LPI-driven arrestin recruitment, primary screen, imaging, U2OS, beta-arrestin-GFP, LPI agonist (AID 2013); U2OS GPR55 beta-arrestin-GFP translocation imaging, LPI antagonism; higher % means a stronger effect; inhibition, % at 10 µM; hits with a dose series show IC50 in µM; 0.13% of 290,000 active;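 active = spots per cell inhibited over 60%, with over 100 cells counted and total cytoplasm intensity under 500,000; inconclusive = wells with under 100 cells, flagged as likely toxic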;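 note: U2OS cells stably carrying GPR55 and arrestin-GFP stimulated by 5 µM LPI near EC80; imaged beta-arrestin-GFP aggregate spots per cell after agonist stimulation; plate controls were LPI-stimulated DMSO wells for no effect and DMSO wells without LPI for full effect; some results filed as inactive read as strong as hits; confirmed hits need IC50 under 10 µM and bright autofluorescent wells are also inconclusive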
GPR35 arrestin U2OS: GPR35 antagonists blocking zaprinast-driven arrestin recruitment, primary screen, imaging, U2OS, beta-arrestin-GFP, zaprinast agonist (AID 2058); U2OS GPR35 beta-arrestin-GFP translocation imaging, zaprinast antagonism; higher % means a stronger effect; inhibition, % at 10 µM, or IC50 in µM where a hit was titrated; 0.052% of 290,000 active;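 active = inhibition of at least 50% with at least 30 cells and total cytoplasm GFP at most 10,000,000; inconclusive = under 30 cells or total GFP of 10,000,000 plus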
NOD1 inhibition: NOD1 signaling inhibitors, primary screen, cell-based, luminescence, uHTS (AID 1578); inhibition, % at 4 µM, or EC50 in µM where a hit was titrated; NOD1-driven NF-kB luciferase reporter cells, luminescence; higher % means a stronger effect; 1% of 290,000 active; in the data active = inhibition mostly above about 36%, no sharp cut-off; inactive = mostly below about 34%;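 note: HEK-293T reporter cells stimulated with the NOD1 agonist gamma-tri-DAP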
Myeloid diff MLP: promotes myeloid progenitor differentiation; ER-HoxA9 myeloid progenitors, lysozyme-GFP differentiation, flow cytometry; calls only at 10 µM; 1% of 360,000 active;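 active = normalized GFP-positive differentiation at or above the plate's own cutoff, the solvent-only control mean plus 3 SD; inconclusive = no clear call, values can overlap the other calls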;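 note: cells exposed to compound for four days before flow analysis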
GPR55 beta-arrestin: GPR55 agonists via beta-arrestin recruitment, primary screen, imaging, U2OS cells, beta-arrestin-GFP redistribution (AID 1961); activation, % at 10 µM; hits with a dose series show EC50 in µM; U2OS GPR55 beta-arrestin-GFP redistribution imaging; higher % means a stronger effect; 0.048% of 290,000 active;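 active = activation above 40% with more than 50 cells counted in the well; inconclusive = wells holding fewer than 50 cells, flagged as toxic or sparse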;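 note: U2OS osteosarcoma cells stably expressing GPR55 and beta-arrestin-GFP; plate controls were DMSO negative control for no effect and LPI positive control for full effect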
KOR beta-arrestin-1: KOR agonists, beta-arrestin recruitment, primary screen, cell-based, luminescence, uHTS (AID 1777). KOR beta-arrestin recruitment, luminescence; higher % means a stronger effect. activation, % at 10 µM, or EC50 in µM where a hit was titrated. 0.02% of 280,000 active; in the data active = activation above about 50%, passing the limit was not always enough; note: a part of the inactive calls stands beside numbers as strong as those of hits
KOR beta-arrestin-2: KOR antagonists, beta-arrestin recruitment, cell-based, luminescence, uHTS (AID 1778); KOR beta-arrestin recruitment, luminescence, antagonist mode; higher % means a stronger effect; inhibition, % at 10 µM, or IC50 in µM where a hit was titrated; 0.091% of 290,000 active; note: strong numbers were not always called active
Myeloid diff MLP GFP+ MAC1+ %: further read-out of Myeloid diff MLP, marked with its call; GFP+ MAC1+ double positive, %; measured here: differentiation confirmed by MAC1 staining
Active calls of the source: *; i = inactive; ? = inconclusive; nt = no result given; [ ] = another dose, or the depositor's remark. Cut-off read from the data, not from the text of the source, unless noted: active = inhibition above about 50%; inactive = the rest.

[1] Clc1ccccc1OCCn1ccnc1
[2] Cc1ccc(CCNC(=O)CS(=O)Cc2nc(-c3ccccc3Cl)oc2C)cc1 (stereo unspecified)
[3] Cn1c(SCC(=O)Nc2cccc(NC(=O)c3cccs3)c2)nnc1-c1ccncc1
[4] CNc1nc(-c2ccc3c(c2)CCN3C(=O)c2ccc(F)cc2)cs1
[5] CC(=O)c1ccc(NC(=O)N2C3CCC2CC(O)(c2cccnc2)C3)cc1 (stereo unspecified)
[6] COc1ccc(CN2CCN(C(=O)c3cccnc3)CC2)cc1Br
[7] CCCOc1cc(C)c(S(=O)(=O)N2CCN(C)CC2)cc1C
[8] CC(=O)N1c2ccc(S(=O)(=O)N(C)Cc3ccco3)cc2CC1C (stereo unspecified)
Assay by compound,1,2,3,4,5,6,7,8
HIV fusion peptide,1.2%,-0.1%,-2.2%,0.2%,4.4%,-1.5%,1.2%,0.3%
NOD2 inhibition,14.1%,0.2%,2.8%,-15.4%,9.9%,8.1%,13.2%,-3.8%
GPR55 LPI antagonism,1.9%,-0.9%,-6.5%,8.2%,13.3%,-6.8%,1.6%,-11.9%
GPR35 arrestin U2OS,-4.6%,9.0%,11.4%,-20.2%,-2.0%,14.5%,5.4%,9.4%
NOD1 inhibition,-8.0%,-43.8%,1.6%,2.4%,-34.0%,3.7%,nt,-0.4%
Myeloid diff MLP,i,?,i,i,i,i,i,i
Myeloid diff MLP GFP+ MAC1+ %,0.7,nt,2.7,0.3,0.3,1.3,1.3,1.6
GPR55 beta-arrestin,-0.2%,-0.2%,0.2%,0.3%,-0.3%,-0.2%,-0.1%,0.3%
KOR beta-arrestin-1,3.4%,3.6%,-4.7%,-1.6%,-5.0%,-6.9%,0.2%,-2.2%
KOR beta-arrestin-2,2.5%,-11.3%,9.9%,16.0%,3.4%,-27.7%,-16.8%,-29.7%

[9] COc1cc(CNC2CCCC2)cc(OC)c1
[10] Cc1nc2ccccn2c1/C(O)=C1\C(=O)C(=O)N(CCN2CCOCC2)C1c1ccncc1 (stereo unspecified)
[11] COc1ccc(CSc2n[nH]c(C)n2)cc1[N+](=O)[O-]
[12] C=CCNC(=O)COC(=O)c1cccnc1Nc1ccccc1F
[13] Cc1cc(OCc2cc(C(=O)N(C)CCCN3CCOCC3)no2)cc(C)c1Cl
[14] CCC(=O)c1ccc(OC(C)C(=O)NC2(C#N)CCCCC2)cc1 (stereo unspecified)
[15] CCOc1ccc(S(=O)(=O)Nc2cccc(C(=O)N3CCN(c4ccc(OC)cc4)CC3)c2)cc1
[16] CCN(CC)CCN1C(=O)C(=O)/C(=C(/O)c2c(C)[nH]c(C(=O)OC)c2C)C1c1cccs1 (stereo unspecified)
Assay by compound,9,10,11,12,13,14,15,16
HIV fusion peptide,-1.7%,2.2%,-3.6%,-1.3%,1.7%,-2.0%,-0.9%,-0.1%
NOD2 inhibition,0.0%,16.5%,-2.0%,-3.2%,10.7%,19.5%,1.5%,-4.2%
GPR55 LPI antagonism,-7.8%,-4.4%,-4.7%,11.6%,-1.9%,5.9%,3.1%,-9.7%
GPR35 arrestin U2OS,8.4%,10.1%,-1.6%,7.9%,3.3%,7.6%,8.3%,7.8%
NOD1 inhibition,-36.0%,nt,-11.8%,-23.5%,-29.5%,-8.4%,29.7%,5.2%
Myeloid diff MLP,i,i,i,i,i,i,i,i
Myeloid diff MLP GFP+ MAC1+ %,1.4,0.9,0.5,1.5,2.6,0.5,0.7,1.8
GPR55 beta-arrestin,-0.4%,-0.3%,-0.6%,-0.3%,-0.2%,-0.3%,-0.1%,-0.1%
KOR beta-arrestin-1,-4.9%,-3.9%,0.5%,-4.1%,-0.2%,-6.4%,-1.6%,-10.3%
KOR beta-arrestin-2,5.6%,-4.6%,-2.9%,12.4%,-15.6%,-25.8%,-5.5%,-8.2%

[17] COc1ccc(Cl)cc1NC(=O)N1CCN(C2CCCCC2)CC1
[18] COCCCn1c2nc3ccccc3nc2c2c(=O)n(Cc3cccs3)cnc21
[19] Cc1ccc(N(C(=O)c2ccncc2)C2C=CS(=O)(=O)C2)cc1 (stereo unspecified)
[20] O=C(c1ccc(N2CCN(C3CC(=O)N(c4ccc(F)cc4)C3=O)CC2)cc1)c1cccnc1 (stereo unspecified)
[21] Cc1ccc(Cl)cc1NC(=O)NCCN1CCCCC1
[22] COc1ccccc1OCc1nnc(SCC(=O)NCc2ccco2)n1-c1ccccc1
[23] O=C(CSc1ncccn1)N/N=C/c1ccccc1[N+](=O)[O-]
[24] COc1ccc(C[C@H]2CN3C(=NC[C@H]3Cc3ccccc3)N2CCNC(=O)CCC2CCCCC2)cc1
Assay by compound,17,18,19,20,21,22,23,24
HIV fusion peptide,1.2%,-1.6%,0.6%,-0.2%,2.9%,-1.5%,-2.3%,0.4%
NOD2 inhibition,-15.9%,-0.5%,-7.6%,7.8%,10.0%,14.3%,14.1%,-2.5%
GPR55 LPI antagonism,-5.8%,9.3%,-12.1%,5.6%,5.3%,5.9%,3.4%,8.1%
GPR35 arrestin U2OS,-21.2%,-1.6%,-7.6%,1.9%,3.9%,-1.1%,8.8%,-24.1%
NOD1 inhibition,-37.8%,-40.2%,-17.2%,-5.5%,0.3%,-14.5%,-17.2%,-39.5%
Myeloid diff MLP,i,nt,i,nt,nt,i,i,i
Myeloid diff MLP GFP+ MAC1+ %,0.7,nt,2.0,nt,nt,7.6,0.1,2.0
GPR55 beta-arrestin,-0.1%,-0.1%,0.5%,-0.1%,0.5%,-0.3%,-0.4%,1.1%
KOR beta-arrestin-1,-0.2%,2.0%,0.5%,4.1%,13.6%,11.1%,-0.2%,5.5%
KOR beta-arrestin-2,0.6%,-28.2%,-23.1%,-15.4%,-22.2%[20 µM],14.7%,-16.2%,-6.2%

Three of the entries above in order of the Myeloid diff MLP GFP+ MAC1+ % value, largest number first.
| nr | smiles | Myeloid diff MLP GFP+ MAC1+ % |
| --- | --- | --- |
| 22 | COc1ccccc1OCc1nnc(SCC(=O)NCc2ccco2)n1-c1ccccc1 | 7.6 |
| 19 | Cc1ccc(N(C(=O)c2ccncc2)C2C=CS(=O)(=O)C2)cc1 (stereo unspecified) | 2.0 |
| 23 | O=C(CSc1ncccn1)N/N=C/c1ccccc1[N+](=O)[O-] | 0.1 |

Continuation:
[25] Cn1c(N)c(C(=O)COC(=O)c2ccnc3ccccc23)c(=O)n(C)c1=O
[26] CCC(CO)NCc1ccccc1OC(C)C (stereo unspecified)
[27] Cc1cccc(/C=N/NC(=O)CN2CCCCCCC2)c1
[28] CCCCNC(=O)CNC(=S)N(Cc1ccccc1F)C1CCCCC1
[29] CCCCNC(=S)Nc1cc(S(=O)(=O)N2CCCCC2)ccc1C
[30] CC(C)(C)C(=O)NC1=NCCS1
[31] Cn1cc(CC(=O)NCCCN2CCCC2)c2ccccc21
[32] CCc1c(C(=O)NNC(=O)Nc2ccc3c(c2)OCO3)csc1C
Assay by compound,25,26,27,28,29,30,31,32
HIV fusion peptide,-0.1%,-0.6%,3.5%,0.9%,-0.6%,-0.5%,4.3%,-2.3%
NOD2 inhibition,15.9%,-10.2%,-2.0%,-11.0%,7.2%,6.3%,0.3%,-45.9%
GPR55 LPI antagonism,-5.5%,4.7%,3.8%,13.4%,3.1%,-4.8%,-0.8%,7.2%
GPR35 arrestin U2OS,4.9%,14.1%,0.5%,9.5%,19.6%,1.2%,-11.5%,14.8%
NOD1 inhibition,-9.0%,-42.2%,-29.8%,-31.4%,1.6%,-21.1%,-18.6%,-40.9%
Myeloid diff MLP,i,i,i,i,i,i,i,i
Myeloid diff MLP GFP+ MAC1+ %,1.8,0.4,0.8,0.4,0.7,0.6,0.5,1.3
GPR55 beta-arrestin,0.1%,0.6%,-0.2%,-0.3%,0.3%,-0.1%,0.3%,0.2%
KOR beta-arrestin-1,-1.2%,0.6%,-3.6%,4.6%,0.2%,2.3%,-9.9%,4.8%
KOR beta-arrestin-2,8.6%,-30.6%,28.6%,-13.0%,33.9%,-14.7%,45.4%,-23.7%

[33] Cc1ccc(S(=O)(=O)Nc2c(C)n(C)n(-c3ccccc3)c2=O)c(C)c1
[34] CCN(CC)S(=O)(=O)c1cc(C)ccc1SC
[35] CCN(CC)CCCN1C(=O)c2oc3ccccc3c(=O)c2C1c1cccc(OC)c1OC (stereo unspecified)
[36] Cn1c(CNC(=O)c2ccc3c(c2)OCO3)nnc1SCC(=O)Nc1ccccc1F
[37] O=C1CCC/C1=C/Nc1ccc(Cl)cc1
[38] CCCC(=O)Nc1cccc(S(=O)(=O)N(C)c2ccccc2)c1
[39] COc1ccc(C2Nc3ccccc3C(=O)N2NC(=O)c2ccccc2)cc1OC (stereo unspecified)
[40] N/C(Cc1cccc2ccccc12)=N\OC(=O)c1ccccc1F
[41] COc1cccc(C(=O)NC2CCCc3ccccc32)c1 (stereo unspecified)
Assay by compound,33,34,35,36,37,38,39,40,41
HIV fusion peptide,2.0%,4.2%,1.2%,-0.6%,2.9%,2.9%,0.9%,0.2%,-0.5%
NOD2 inhibition,12.6%,-65.1%,19.0%,-6.7%,-19.9%,13.8%,6.8%,-4.7%,14.7%
GPR55 LPI antagonism,1.3%,-10.0%,3.3%,11.3%,9.5%,8.0%,1.8%,-10.4%,-4.7%
GPR35 arrestin U2OS,0.1%,6.2%,-4.8%,11.8%,-8.8%,-2.5%,-1.3%,-8.7%,10.2%
NOD1 inhibition,-15.5%,-38.0%,-19.7%,-19.4%,-37.5%,-0.8%,-8.9%,-35.1%,-10.4%
Myeloid diff MLP,i,i,i,i,i,i,i,i,i
Myeloid diff MLP GFP+ MAC1+ %,0.2,0.9,1.4,0.5,0.1,0.7,0.3,1.8,1.5
GPR55 beta-arrestin,0.1%,-0.1%,-0.2%,0.3%,0.1%,0.4%,-0.5%,-0.1%,0.2%
KOR beta-arrestin-1,6.0%,0.3%,0.5%,-1.7%,3.8%,-2.5%,-4.2%,2.6%,-5.0%
KOR beta-arrestin-2,-32.4%[20 µM],13.7%,-30.2%,-61.7%,-23.7%,-13.7%,13.5%,-25.5%,7.5%[20 µM]

Along the list, as entered above:
HIV fusion peptide for entries 33–41 → 2.0%, 4.2%, 1.2%, -0.6%, 2.9%, 2.9%, 0.9%, 0.2%, -0.5%

Quoted from the listing.
For NOD1 inhibition, entry 34 has -38.0%
For GPR35 arrestin U2OS, entry 35 has -4.8%

Some of the compounds tested (hit frequency here may not be typical).
